TNAP activators – human TNAP enzyme activators, primary screen, biochemical, luminescent, no phosphate acceptor, uHTS (AID 1001) | purified TNAP, luminescent activation assay, no phosphate acceptor; higher activation fold means a stronger effect | activation fold at 20 µM, or EC50 in µM where a hit was titrated | actives 0.03% (n = 200,000); in the data active = activation fold from about 3, or a potency from the dose series; inactive = the rest, 99 in 100 with activation fold below about 1.6; also: many of its hits are not listed in these tables
human PMI inhibitors – MPI inhibition at elevated mannose 6-phosphate – biochemical, fluorescence intensity, high mannose 6-phosphate, primary screen (AID 1220). inhibition, % at 20 µM; hits with a dose series show IC50 in µM. actives 0.66% (n = 190,000). recombinant PMI enzyme, coupled fluorescence intensity; higher % means a stronger effect
LYP inhibition – PTPN22 lymphoid phosphatase activity blockers – biochemical, fluorescence intensity, uHTS (AID 1779); actives 0.054% (n = 290,000); one-dose inhibition, % at 11.5 µM; IC50 in µM for titrated hits; recombinant LYP phosphatase, fluorescence intensity; higher % means a stronger effect;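 also: plate controls were vehicle with enzyme for no effect and no enzyme for full effect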
human PMI inhibition – inhibitors of human PMI, primary screen, biochemical, fluorescence intensity, coupled assay (AID 1209). purified PMI enzyme, coupled fluorescence intensity; higher % means a stronger effect. inhibition, % at 20 µM; hits with a dose series show IC50 in µM. actives 0.42% (n = 190,000);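 also: plate controls were DMSO vehicle for no effect and wells lacking substrate for full effect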
XIAP displacement – XIAP antagonists, biochemical, IAP family, fluorescence polarization (AID 1018). actives 0.007% (n = 200,000). XIAP BIR domain, fluorescence polarization peptide displacement; higher % means a stronger effect. displacement, % at 20 µM, or IC50 in µM where a hit was titrated; in the data active = displacement above about 50%; also: a part of the inactive calls stands beside numbers as strong as those of hits
Myeloid diff 2 – promotes myeloid progenitor differentiation; calls only at 10 µM; AID 624256; actives 1% (n = 360,000); ER-HoxA9 myeloid progenitors, lysozyme-GFP differentiation, flow cytometry;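 active = normalized GFP-positive differentiation at or above the plate's own cutoff, the solvent-only control mean plus 3 SD; inconclusive = no clear call, values can overlap the other calls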;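 also: cells exposed to compound for four days before flow analysis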
M17LAP inhibition – P. falciparum M17LAP inhibitors, primary screen, biochemical, fluorogenic H-Leu-NHMec substrate, 1536-well (AID 1619). recombinant M17LAP, H-Leu-NHMec fluorogenic kinetic assay; higher % means a stronger effect. inhibition, % at 30 µM; hits with a dose series show IC50 in µM. actives 0.38% (n = 220,000);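 active = compound inhibiting the enzyme by more than half at any dose during confirmatory dose-response retesting; inconclusive = strong single-dose inhibitors picked by rank but not retested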;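 also: plate controls were full reaction with DMSO carrier for no effect and no enzyme background for full effect; strong numbers were not always called active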
ER stress rescue – protection against thapsigargin-triggered cell killing – 384-well, CSM14.1, ATP luminescence, primary screen (AID 1222). CSM14.1 thapsigargin-induced death rescue, ATP luminescence; higher % means a stronger effect. one-dose cellular ATP content (survival), % at 20 µM; EC50 in µM for titrated hits. 190,000 tested, under 10 active;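 active = EC50 below 50 µM in the dose-response confirmation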;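 also: death triggered by thapsigargin at about 15 µM added after 2 h compound pretreatment; cell ATP read after overnight thapsigargin exposure of roughly 18 to 22 hours; normalized against plate controls of thapsigargin alone and 5% DMSO vehicle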
M1AAP inhibition – P. falciparum M1AAP inhibitors, biochemical, fluorogenic H-Leu-NHMec substrate, 1536-well (AID 1445). recombinant M1AAP, H-Leu-NHMec fluorogenic kinetic assay; higher % means a stronger effect. inhibition, % at 30 µM; hits with a dose series show IC50 in µM. actives 0.42% (n = 220,000);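 active = primary inhibition above the hit cutoff, then over 50% inhibition at one or more dose response concentrations, cut at about 23% in these data, passing the limit was not always enough; inconclusive = conflicting primary data, or primary hits not chosen for dose response; inactive = low primary inhibition, or under 50% at every dose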;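 also: plate controls were DMSO full reaction for no effect and no enzyme background for full effect; strong numbers were not always called active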
Myeloid diff 2 GFP+ MAC1+ % – also measured in Myeloid diff 2; calls as there; GFP+ MAC1+ double positive, %; measured here: differentiation confirmed by MAC1 staining
* marks the source's active call; other numbers are inactive results; i = inactive; ? = inconclusive; . = not tested or not shown; + = active, no number. Rule as the data show it, unless noted: active = inhibition above about 50%; inactive = the rest.

SMILES	TNAP activators	human PMI inhibitors	LYP inhibition	human PMI inhibition	XIAP displacement	Myeloid diff 2	Myeloid diff 2 GFP+ MAC1+ %	M17LAP inhibition	ER stress rescue	M1AAP inhibition
CC(=O)NS(=O)(=O)c1ccc(NC(=O)C2C3C=CC(C3)C2C(=O)O)cc1 (stereo not drawn)	1.1	-4.0%	59.6%*	-4.6%	-8.4%	i	0.5	14.8%	-1.2%	-1.6%
CCOC(=O)N1CCC(Nc2nc(OC)nc(OC)n2)CC1	1.2	-1.7%	-6.7%	-5.5%	-3.3%	i	0.9	-8.1%	-0.7%	-3.9%
CC(C)(C)C(=O)N1CCC(O)(CS(=O)(=O)Cc2ccccc2Cl)CC1	1	14.1%	-3.1%	15.9%	0.0%	i	1.5	13.8%	-0.9%	1.9%
Cc1cccc(-c2noc(CN(C(=O)/C=C/c3ccccc3Cl)C(C)C)n2)c1	1.2	7.3%	3.6%	13.6%	-5.8%	i	0.6	-9.7%	-0.4%	-0.3%
CCN1CCN(C(c2cccnc2)c2cc(Cl)c3cccnc3c2O)CC1 (stereo not drawn)	1	47.2%	-8.0%	45.3%	1.1%	i	1.7	4.5%	1.3%	1.8%
O=C(NCC1(c2ccccc2)CCCC1)C1(c2ccccc2)CCCC1	1	18.7%	1.7%	13.2%	-8.2%	i	0.5	-8.9%	-0.4%	3.8%
CC(C)(C)c1ccc(C2CC2C(=O)N/N=C\c2ccc[nH]2)cc1 (stereo not drawn)	1	9.5%	5.1%	-32.2%	-2.8%	?	.	.	29.5%	.
COC(=O)c1ccc2c(=O)n(CCN3CCOCC3)c(SCC(=O)NCc3ccccc3)nc2c1	1.1	-0.4%	-4.1%	1.1%	-12.2%	i	0.0	6.5%	-1.3%	5.9%
Nc1ncc(CCN2CCOCC2)c(-c2ccc(F)cc2)n1	1.1	-2.7%	-4.1%	3.1%	-4.2%	i	0.5	-5.2%	-1.1%	-3.6%
CCN(CCCNC(=O)CC(C(=O)N1CCc2ccccc21)n1ccnc1)c1cccc(C)c1 (stereo not drawn)	0.9	21.6%	-1.5%	12.2%	-7.0%	i	4.3	-10.4%	0.4%	11.6%
Cc1cc(C)cc(N(CC(=O)Nc2ccccc2-c2ccccc2)S(=O)(=O)c2ccccc2)c1	1.1	4.6%	-2.5%	14.1%	-7.1%	i	0.9	2.7%	-1.3%	1.8%
Cc1ccccc1Oc1nc2c(C)cccn2c(=O)c1/C=C(\C#N)C(=O)Nc1c(C)n(C)n(-c2ccccc2)c1=O	1.1	-9.4%	-1.2%	1.8%	-0.1%	i	0.7	3.2%	7.1%	8.9%
Cc1cc(C)n(-c2ccc(C(=O)Nc3cccnc3Cl)cc2)n1	1.1	4.8%	-3.6%	-6.1%	-0.9%	i	0.0	7.0%	-0.7%	-1.9%
O=C(Cc1c[nH]c2ccccc12)NCc1ccc(Cl)cc1	1	4.5%	-6.0%	1.4%	-5.6%	i	0.1	-1.1%	-2.9%	-1.4%
CCCN(CCC)CCOc1cc(C)ccc1C(C)C	1.1	-5.9%	-10.2%	-2.7%	-3.0%	i	0.5	8.7%	-1.2%	-1.3%
Clc1ccccc1N1CCN(c2ncnc3nc[nH]c23)CC1	1.7	5.0%	-2.3%	4.0%	-2.4%	i	1.6	2.5%	.	0.9%
O=c1oc(-c2ccco2)nc2sc3c(c12)CCCCC3	1.1	10.5%	-4.8%	8.7%	-7.3%	i	0.3	6.8%	-1.2%	12.0%
CCN(CC)CC(O)COC(c1ccccc1)c1ccccc1 (stereo not drawn)	.	.	-4.2%	.	.	i	0.4	-14.3%	.	-2.2%
CS(=O)(=O)N(CC(=O)N1CCCC1)Cc1ccccc1	1.1	.	-2.6%	.	-0.4%	i	0.3	2.6%	-0.9%	2.1%
Cc1ccc2c(c1)cc(C)c1nnc(SCC(=O)NCc3ccco3)n12	1.1	-9.2%	-9.9%	-3.5%	3.2%	i	5.5	-5.7%	-0.7%	9.0%
CCc1nnc(NC(=O)CSc2nnc(CNc3ccc(OC)cc3)n2C)s1	1.1	4.0%	-8.8%	-6.6%	-4.8%	i	0.1	25.7%	-0.8%	-1.6%
O=C(NNC(=O)c1ccc(O)cc1O)c1ccc(Cl)cc1	0.2	-2.5%	-5.1%	-2.3%	1.3%	i	0.6	15.8%	-3.4%	58.1µM*
COCCNC(=O)C(c1ccc(F)cc1)N(CC1CCCO1)C(=O)CCC(=O)Nc1ccccn1 (stereo not drawn)	1.1	-1.4%	-6.4%	2.4%	-2.0%	i	0.1	-1.1%	-2.3%	2.6%
Cc1sc2ncnc(N3CCN(CCOc4ccc(Cl)cc4)CC3)c2c1C	1.1	4.0%	3.2%	7.9%	-0.3%	+	19.2*	-1.9%	-2.0%	3.5%
CC(=O)NS(=O)(=O)c1cccnc1Nc1cccc(Cl)c1	1	-4.2%	-3.2%	3.0%	-6.9%	i	0.3	-2.0%	4.6%	-1.2%

As a short view, seven of the compounds above.
SMILES	TNAP activators	human PMI inhibitors	LYP inhibition	human PMI inhibition	XIAP displacement	Myeloid diff 2	Myeloid diff 2 GFP+ MAC1+ %	M17LAP inhibition	ER stress rescue	M1AAP inhibition
O=C(Cc1c[nH]c2ccccc12)NCc1ccc(Cl)cc1	1	4.5%	-6.0%	1.4%	-5.6%	i	0.1	-1.1%	-2.9%	-1.4%
CCCN(CCC)CCOc1cc(C)ccc1C(C)C	1.1	-5.9%	-10.2%	-2.7%	-3.0%	i	0.5	8.7%	-1.2%	-1.3%
Clc1ccccc1N1CCN(c2ncnc3nc[nH]c23)CC1	1.7	5.0%	-2.3%	4.0%	-2.4%	i	1.6	2.5%	.	0.9%
O=c1oc(-c2ccco2)nc2sc3c(c12)CCCCC3	1.1	10.5%	-4.8%	8.7%	-7.3%	i	0.3	6.8%	-1.2%	12.0%
CCN(CC)CC(O)COC(c1ccccc1)c1ccccc1 (stereo not drawn)	.	.	-4.2%	.	.	i	0.4	-14.3%	.	-2.2%
CS(=O)(=O)N(CC(=O)N1CCCC1)Cc1ccccc1	1.1	.	-2.6%	.	-0.4%	i	0.3	2.6%	-0.9%	2.1%
Cc1ccc2c(c1)cc(C)c1nnc(SCC(=O)NCc3ccco3)n12	1.1	-9.2%	-9.9%	-3.5%	3.2%	i	5.5	-5.7%	-0.7%	9.0%

Next section.
SMILES	TNAP activators	human PMI inhibitors	LYP inhibition	human PMI inhibition	XIAP displacement	Myeloid diff 2	Myeloid diff 2 GFP+ MAC1+ %	M17LAP inhibition	ER stress rescue	M1AAP inhibition
NNC(=O)c1ncoc1-c1ccc(Cl)cc1	.	.	-6.6%	.	.	i	0.3	-0.3%	.	-1.4%
O=C(CSc1nnc(-c2ccccc2)c(-c2ccccc2)n1)Nc1ncc(Cl)cc1Cl	1.3	11.6%	6.1%	21.8%	-5.0%	i	0.8	19.1%	3.6%	7.9%
Cc1ccc(C(=O)NC(C(=O)Nc2cccc(S(N)(=O)=O)c2)C(C)C)cc1 (stereo not drawn)	.	.	-0.7%	.	.	i	0.4	-5.7%	.	-3.0%
CCOC(=O)CN(C(=O)CNC(=O)c1cccs1)C(C(=O)NC1CCCC1)c1ccncc1 (stereo not drawn)	1.1	6.4%	-6.1%	9.8%	-5.1%	i	0.8	3.3%	-1.6%	11.8%
CC(C)CC1NC(=S)N(C2CCCCC2)C1=O (stereo not drawn)	0.9	3.2%	-6.2%	-9.0%	-1.9%	i	0.6	-8.7%	-1.9%	4.4%
COc1ccc(-n2c(=S)[nH]c3sc(-c4ccccc4)cc3c2=O)c(OC)c1	.	.	-5.0%	.	.	i	0.6	6.4%	.	9.6%
Fc1ccc(-c2nnc(Cc3ccc(Cl)cc3)o2)cc1	.	.	-7.5%	.	.	i	0.9	-1.8%	.	6.4%
CCc1ccccc1NS(=O)(=O)c1ccc(SC)cc1	1.1	19.1%	-3.3%	17.4%	-2.7%	i	1.1	4.7%	0.0%	-0.2%
O=c1cc(-c2c(O)c3ccccc3n(Cc3ccccc3)c2=O)[nH][nH]1	1.2	-18.9%	3.4%	-3.3%	-0.8%	i	0.2	16.1%	0.4%	5.4%
Cc1c(NC(=O)CN2C(=O)NC3(CCCCC3)C2=O)c(=O)n(-c2ccccc2)n1C	1.1	2.8%	-6.8%	-4.3%	-5.1%	i	0.4	0.4%	-0.8%	-1.2%
CC(=O)c1cccc(NC(=O)N2CCC(NC(=O)C34CC5CC(CC(C5)C3)C4)CC2)c1	1.1	-11.9%	-6.2%	-10.2%	-3.0%	i	0.3	-7.9%	0.1%	7.0%
CC(C)OC(=O)c1cc(-c2ccc(C=O)o2)ccc1Cl	1.1	7.1%	4.8%	-0.3%	-6.2%	i	1.3	-6.3%	3.0%	10.6%
Cc1cccc2cc(C(c3nnnn3Cc3ccccc3)N3CCN(C)CC3)c(=O)[nH]c12 (stereo not drawn)	1.1	2.2%	-5.9%	-6.7%	1.1%	i	2.1	-10.3%	-2.1%	18.4%
COc1ccc(-n2c(=S)[nH]c3[nH]ncc3c2=O)cc1	.	.	-3.9%	.	.	i	0.7	2.4%	.	1.5%
Cc1cccc2cc(C(c3nnnn3Cc3ccc4c(c3)OCO4)N3CCCC3)c(=O)[nH]c12 (stereo not drawn)	1.1	-30.0%	-3.9%	-11.5%	-5.9%	i	1.1	15.9%	0.8%	5.4%
C[C@H](NC(=O)OC(C)(C)C)C(=O)NCC1CCC(C(=O)O)CC1 (stereo partly drawn)	1.1	6.2%	3.2%	4.6%	-0.5%	i	1.2	-10.4%	.	-0.5%
Cc1onc(-c2c(Cl)cccc2Cl)c1C(=O)Nn1cnnc1	1.1	10.8%	0.6%	-0.1%	-3.0%	i	0.3	-123.5%	-0.4%	6.0%
CCOC(=O)C1CCN(C(=O)COC(=O)COc2ccc(Cl)cc2)CC1	1.1	-8.5%	-11.5%	-16.8%	-4.2%	i	0.7	-0.1%	-1.6%	1.3%
CCn1c(NC(=O)C(C)C)c(-c2cccs2)c(=O)c2ccccc21	.	.	-7.4%	.	.	i	0.5	-0.7%	.	1.1%
CCC(C)C(=O)Nc1cc(OC)c(OC)cc1C(=O)O (stereo not drawn)	1.1	5.9%	-7.8%	6.6%	-3.7%	i	1.7	5.5%	-1.8%	3.2%
CC1=CC(C)(C)[N+](C)(C)c2ccccc21	1.1	3.2%	2.0%	4.4%	-0.8%	i	0.0	.	-1.5%	.
CN(CC(=O)Nc1cccc(S(=O)(=O)NC2=NCCCCC2)c1)Cc1ccc(C(C)(C)C)cc1	1.2	2.6%	-2.7%	-0.7%	-4.5%	i	0.1	9.1%	2.3%	12.1%
CN(Cc1cc(=O)[nH]c2ccccc12)C(=O)c1ccccc1	1.1	5.1%	-7.8%	3.7%	-5.0%	i	2.0	5.3%	2.1%	-2.6%

Screening results: PubChem BioAssay, several laboratories

An unsorted share of the library; overall some 2.7% were active at least once.
